UTI89 phage lysis = inhibition of K1F phage lysis, E. coli UTI89, bacterial capsule biogenesis inhibitors, alamar blue (AID 488966); hit rate 0.02% among 340,000; one-dose inhibition, % at 100 µM; IC50 in µM for titrated hits; E. coli UTI89 K1F phage lysis, alamar blue, 2 h; higher % means a stronger effect;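 active means phage lysis inhibition, versus mean bacterial control, above a set limit; inconclusive means no clear call, values can overlap the other calls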;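 further: capsule biogenesis inhibitors block K1F phage lysis so surviving cells raise fluorescence; higher fluorescence means more inhibition of phage lysis; actives were called in the ten point dose series up to 300 µM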
human PMI inhibitors = human PMI inhibitors, high substrate, primary screen, biochemical, fluorescence intensity, high mannose 6-phosphate (AID 1220) | recombinant PMI enzyme, coupled fluorescence intensity; higher % means a stronger effect | inhibition, % at 20 µM; hits with a dose series show IC50 in µM | hit rate 0.66% among 190,000
RSV CPE inhibition = inhibition of RSV-induced cytopathic effect – HEp-2 cells, primary 10 µM value included (AID 2391) | HEp-2 cells, RSV-induced CPE inhibition; higher % means a stronger effect | one-dose CPE inhibition, % at 10 µM; IC50 in µM for titrated hits | hit rate 0.13% among 310,000; in the data active means a potency from the dose series; inconclusive means CPE inhibition mostly from about 23% at the one dose, without a potency; inactive means the rest, 99 in 100 with CPE inhibition below about 21%; further: strong numbers were not always called active
T cell HTS = T cell immune modulation candidate; 2C CD8+ T cell-vesicle binding, flow cytometry; hits give low values; hit rate 0.068% among 330,000; calls only at 7 µM;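 active means response, share of CD8 T cells binding vesicles, and their 90th percentile fluorescence all below set limits, cut at about 80% in these data, passing the limit was not always enough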
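Read-out – percent CD8+ FL2 mean versus row control · System – murine 2C transgenic CD8+ T lymphocytes · Times – 1.5 h cell–vesicle binding at 37 °C, then 20 min icy labelling · Control set – naked vesicles low, QL9 vesicles with vehicle high · Detection – cytometric PE anti-B7-1 and Alexa647 anti-CD8 signals after 1% paraformaldehyde fixation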
PMI inhibitors = MPI enzyme activity inhibition – biochemical, fluorescence intensity, coupled assay, primary screen (AID 1209). hit rate 0.42% among 190,000. purified PMI enzyme, coupled fluorescence intensity; higher % means a stronger effect. one-dose inhibition, % at 20 µM; IC50 in µM for titrated hits;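 further: plate controls were DMSO vehicle for no effect and wells lacking substrate for full effect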
M1AAP inhibition = malaria alanyl aminopeptidase activity blockers – biochemical, fluorogenic H-Leu-NHMec substrate, 1536-well (AID 1445); hit rate 0.42% among 220,000; one-dose inhibition, % at 30 µM; IC50 in µM for titrated hits; recombinant M1AAP, H-Leu-NHMec fluorogenic kinetic assay; higher % means a stronger effect;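 active means primary inhibition above the hit cutoff, then over 50% inhibition at one or more dose response concentrations, cut at about 23% in these data, passing the limit was not always enough; inconclusive means conflicting primary data, or primary hits not chosen for dose response; inactive means low primary inhibition, or under 50% at every dose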;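 further: plate controls were DMSO full reaction for no effect and no enzyme background for full effect; strong numbers were not always called active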
P. falciparum M17LAP = P. falciparum M17LAP inhibitors, primary screen, biochemical, fluorogenic H-Leu-NHMec substrate, 1536-well (AID 1619). recombinant M17LAP, H-Leu-NHMec fluorogenic kinetic assay; higher % means a stronger effect. one-dose inhibition, % at 30 µM; IC50 in µM for titrated hits. hit rate 0.38% among 220,000;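 active means compound inhibiting the enzyme by more than half at any dose during confirmatory dose-response retesting; inconclusive means strong single-dose inhibitors picked by rank but not retested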;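 further: plate controls were full reaction with DMSO carrier for no effect and no enzyme background for full effect; strong numbers were not always called active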
TNAP activation fold = stimulation of alkaline phosphatase TNAP activity – biochemical, luminescent, no phosphate acceptor, uHTS, primary screen (AID 1001); purified TNAP, luminescent activation assay, no phosphate acceptor; higher activation fold means a stronger effect; one-dose activation fold at 20 µM; EC50 in µM for titrated hits; hit rate 0.03% among 200,000; in the data active means activation fold from about 3, or a potency from the dose series; inactive means the rest, 99 in 100 with activation fold below about 1.6; further: many of its hits are not listed in these tables
West Nile antiviral = inhibition of WNV-induced cytopathic effect – cell-based, CPE readout (AID 1621); West Nile virus-infected cells, CPE inhibition; higher % means a stronger effect; one-dose CPE inhibition, % at 10 µM; IC50 in µM for titrated hits; hit rate 0.02% among 290,000; in the data active means a potency from the dose series; inconclusive means CPE inhibition mostly from about 3.7% at the one dose, without a potency; inactive means the rest, 99 in 100 with CPE inhibition below about 2.2%; further: strong numbers were not always called active
T cell HTS vesicle-bound % = recorded beside T cell HTS, whose call it bears; double positive events, %; measured here: CD8+ vesicle-bound cell fraction;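 binding gate set so that unloaded-vesicle control wells show 10% double positive cells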
* marks the source's active call; other numbers are inactive results; i = inactive; ? = inconclusive; / = no result given; [ ] = remark or other dose. Unless noted, no stated cut-off is given here; in the data, active means inhibition above about 50%; inactive means the rest.

Values in the order: UTI89 phage lysis	human PMI inhibitors	RSV CPE inhibition	T cell HTS	T cell HTS vesicle-bound %	PMI inhibitors	M1AAP inhibition	P. falciparum M17LAP	TNAP activation fold	West Nile antiviral
O=C(Nc1cc(SCC(O)CO)cc([N+](=O)[O-])c1)c1ccc(-n2cnnn2)cc1 (stereo not drawn)
 : -0.1%	2.8%	-1.1%	i	45.2	-1.9%	3.8%	0.4%	1	-0.6%
Cn1cc(CN2CCC(n3nccc3NC(=O)CCc3ccccc3)CC2)cn1
 : -0.1%	/	0.3%	i	66.3	/	/	/	/	-0.3%
COCCNC(=O)c1ccc(C2SCC(=O)N2CCc2ccccc2)cc1 (stereo not drawn)
 : -1.1%	/	-0.1%	i	40.7	/	/	/	/	-1.1%
CCn1c2ccccc2c2cc(NS(=O)(=O)c3ccc(C)cc3)ccc21
 : 0.1%	18.1%	-0.9%	i	55.2	18.1%	-2.0%	10.1%	1.1	0.3%
Cc1ccc2nc3c(cc2c1)c(NC(=O)C1CCCO1)nn3CC(C)C (stereo not drawn)
 : 0.4%	5.1%	0.7%	i	30.6	10.1%	-0.7%	-7.3%	1.2	0.4%
COc1ccc(CC(=O)NCc2n[nH]c(=S)n2-c2cccc(Cl)c2)cc1
 : 0.3%	2.1%	1.7%	i	38.5	4.6%	-3.2%	-2.3%	1	1.9%
CC1C/C=C/C=C/C=C/C=C/C(O[C@@H]2O[C@H](C)[C@@H](O)[C@H](N)[C@@H]2O)CC2OC(O)(CC(O)CC3OC3/C=C/C(=O)O1)CC(O)C2C(=O)O (stereo partly drawn)
 : /	12.2%	/	/	/	7.2%	1.7%	13.3%	1.1	/
Cc1ccc(CCN2CC(C(=O)NCCCN3CCCCC3)CC2=O)cc1 (stereo not drawn)
 : 0.5%	/	1.2%	i	18.1	/	/	/	/	-0.4%
Cc1ccccc1Oc1nc2ccccc2n2cnnc12
 : 0.1%	6.3%	4.9%	i	10.6	4.9%	3.5%	-5.3%	1.1	0.4%
COc1ccc(-c2nc3ccccc3o2)cc1NC(=O)CSc1ccc(Cl)cc1
 : 1.8%[50 µM]	3.9%	0.3%	i	51.1	2.0%	-0.1%	8.7%	1.1	0.7%
CCc1cc(C(=O)NCC2CCCO2)sc1C (stereo not drawn)
 : 0.0%	/	1.6%	i	67.2	/	/	/	/	0.1%
Clc1ccc(CSc2nnc3c(n2)[nH]c2ccccc23)cc1
 : 0.0%	/	?	i	59.6	/	6.7%	7.3%	/	-0.5%
CCCC(c1c(C)n(C)n(-c2ccccc2)c1=O)c1c(C)n(C)n(-c2ccccc2)c1=O
 : -2.1%	-0.3%	0.6%	i	15.8	3.4%	8.0%	0.8%	1.2	0.2%
CN(CC(=O)Nc1ccccc1Cl)C(=O)COC(=O)CN1C(=O)NC2(CCCC2)C1=O
 : 0.2%[50 µM]	/	0.3%	i	30.5	/	/	/	/	0.1%
CC(=O)N1CCN(CCN=CC2=C(O)CC(c3cccs3)CC2=O)CC1 (stereo not drawn)
 : 0.5%	9.5%	3.8%	i	58.1	3.8%	3.0%	1.4%	1.1	-0.1%
O=[N+]([O-])c1ccc(CSc2nnc(-c3cnccn3)o2)cc1
 : -0.2%	-0.2%	1.4%	i	59.7	5.8%	1.9%	-12.4%	1.1	0.3%
Cc1ccc(NC(=S)N/N=C/c2cccn2Cc2ccccc2F)cc1
 : -0.1%[50 µM]	/	1.3%	i	13.2	/	-4.0%	-2.8%	/	-0.5%
O=S(=O)(CCSc1ccccn1)c1nc2ccccc2s1
 : -2.0%	10.8%	-3.6%	i	32.4	13.7%	2.4%	1.2%	1.1	?
Cc1ccc(C)c(CN2CCN(c3ncccn3)CC2)c1
 : 1.2%	/	-0.8%	i	59.0	/	/	/	/	-0.3%
CCSCCOC(=O)C1=C(C)NC(=O)NC1c1cc(OC)ccc1OC (stereo not drawn)
 : 2.9%	1.2%	1.6%	i	23.1	4.5%	-3.1%	-2.4%	1.1	-0.2%
CCN1CCN(c2ccc(NC(=O)c3cccc(F)c3)cc2Cl)CC1
 : 3.5%	-0.8%	-2.5%	i	22.2	2.8%	/	/	1	-1.3%
COc1ccc(NC(=O)CN2C(=O)C(c3ccccc3)=NC23CCCCCC3)cc1OC
 : 2.0%	-7.4%	1.9%	i	42.3	5.3%	-8.0%	-1.6%	1.1	-0.8%
CCC(C(=O)OC)n1cnc2scc(-c3ccc(C)cc3)c2c1=O (stereo not drawn)
 : -0.2%	/	1.3%	i	53.4	/	/	/	/	-1.0%
COCCNC(=O)C(c1ccc(C)o1)N(Cc1cccs1)C(=O)c1snc(C(N)=O)c1N (stereo not drawn)
 : -1.4%	-6.2%	1.6%	i	39.4	-0.9%	5.7%	1.5%	1.1	0.1%
COc1ccc(C(CC(=O)N2CCCC(C)C2)c2c(OC)cc(OC)c3c(-c4ccccc4)cc(=O)oc23)cc1 (stereo not drawn)
 : 0.9%	/	1.4%	i	44.0	/	-0.7%	-6.6%	/	-0.6%
CCc1nnc(NS(=O)(=O)c2ccc(N3C(=O)c4ccc(C(=O)O)cc4C3=O)cc2)s1
 : 0.3%	2.3%	1.0%	i	58.5	-10.0%	0.2%	3.4%	1.1	0.5%
CC1(C)C(=O)NCCN1C(=O)CCC(=O)O
 : 0.2%	-7.6%	-0.1%	i	14.4	-2.6%	6.6%	25.3%	1.1	-0.2%
COCCn1c(SCC(=O)N2CCOCC2)nc2ccccc2c1=O
 : 0.0%	/	0.0%	i	38.2	/	/	/	/	-0.2%
CS(=O)(=O)Nc1ccccc1C(=O)Nc1ccccc1C(=O)N1CCCC1
 : 0.0%	/	0.1%	i	72.9	/	/	/	/	-0.3%
COC(CNC(=O)c1ccc2c(c1)ncn2-c1ccc(F)c(F)c1)OC
 : 0.4%	-7.7%	0.2%	i	56.0	-12.9%	13.2%	2.8%	1.1	0.1%
CN(CC(=O)Nc1cccc(S(=O)(=O)N(C)C)c1)Cc1ccccc1
 : 4.5%	/	12.2%	i	25.1	/	/	/	/	-1.0%
COc1ccc(N=C(C)C2=C(O)CSC2=O)cc1
 : -0.5%[50 µM]	-7.9%	-0.3%	i	46.3	-1.9%	4.2%	13.3%	1.2	1.0%
O=C(O)COc1ccc(/C=N/NC(=O)COc2nsnc2N2CCOCC2)cc1
 : 0.1%	-24.6%	1.5%	i	53.8	-19.8%	7.3%	2.7%	1	1.0%
CCOc1nc(NC(=O)NS(=O)(=O)Oc2cccc(Cl)c2)nc(-c2ccccc2)n1
 : -2.3%	-13.7%	/	/	/	-9.0%	-4.0%	6.2%	1	0.3%
Cn1nc(Oc2nc(N3CCOCC3)nc(N3CCOCC3)n2)ccc1=O
 : 4.1%	-2.1%	-0.8%	i	4.4	-2.0%	6.4%	2.1%	1.1	1.1%
CC1(c2ccccc2)CC(C)(C)N(C(=O)CSc2nnc(N)s2)c2ccccc21 (stereo not drawn)
 : -0.4%[50 µM]	14.5%	39.2%	i	41.3	11.0%	1.0%	-5.6%	1.2	-1.3%
O=C(O)C=C1C2CC3CC(C2)CC1C3
 : -1.2%	0.6%	0.1%	i	23.1	1.3%	1.1%	7.6%	1.2	0.6%
CCCc1cc(=O)n2[nH]c(C)c(-c3ccccc3)c2n1
 : 0.2%	4.7%	0.0%	i	46.9	-0.9%	-5.7%	6.7%	1.1	-0.1%
O=C(COc1ccc(Cl)cc1)N1CCN(C(=O)c2cccs2)CC1
 : 4.4%	-4.7%	4.2%	i	26.1	-2.7%	4.2%	-13.7%	1.1	0.4%
O=C(NCC1CCC(C(=O)O)CC1)OCc1ccccc1 (stereo not drawn)
 : 1.7%[50 µM]	-1.8%	1.1%	i	56.3	3.0%	13.2%	32.9%	1.1	/
O=C(CN1CCN(S(=O)(=O)c2ccc(F)cc2)CC1)Nc1ccccc1F
 : 4.3%[50 µM]	-0.8%	1.5%	i	53.1	2.0%	-1.0%	11.6%	1.1	0.2%
COc1ccc([N+](=O)[O-])cc1NC(=O)CSc1ncccn1
 : /	7.2%	-0.1%	i	59.8	6.6%	-0.1%	-7.1%	1.1	0.3%
C/C(=N\NC(=O)Cn1ccc(C(F)(F)F)n1)c1ccc(N2CCOCC2)cc1
 : 0.0%	/	3.3%	i	16.5	/	8.1%	8.6%	/	0.2%
CC1(C)CC(=O)C2=C(C1)OC(N)=C(C#N)[C@@]21C(=O)N(CC(N)=O)c2ccccc21
 : 1.6%	-3.7%	0.6%	i	35.1	-8.5%	1.8%	-7.8%	1.1	0.2%
Cc1nnc(SCCn2c(N3CCCCC3)nc3c2c(=O)n(C)c(=O)n3C)s1
 : -0.1%	/	1.1%	i	28.3	/	/	/	/	1.1%
Cc1ccc(S(=O)(=O)N(C)C)cc1NC(=O)CSc1ncc(C(F)(F)F)cc1Cl
 : 2.9%[50 µM]	-0.3%	5.1%	i	37.4	-7.0%	-1.1%	-14.7%	1	-0.9%
Cc1cc(C)c(S(=O)(=O)Cc2ccccc2)c(OC(C)C)n1
 : -0.1%	/	9.3%	i	65.4	/	/	/	/	-0.4%
COC(=O)C1=C(C)N(c2ccc(OC)cc2)C(=O)/C1=C\c1cccs1
 : 1.8%	10.3%	1.3%	i	41.3	3.7%	15.0%	15.6%	1	0.3%
O=[N+]([O-])c1ccc2ccn(C3OCC(O)C(O)C3O)c2c1 (stereo not drawn)
 : 0.3%	-0.8%	1.4%	i	57.5	0.7%	8.5%	30.7%	1.1	-0.3%
COc1ccc(NC(=O)CC(C)C)c([N+](=O)[O-])c1
 : 1.3%[50 µM]	9.4%	2.4%	i	55.1	10.0%	-2.6%	13.3%	1.1	/

The list goes on.
Values in the order: UTI89 phage lysis	human PMI inhibitors	RSV CPE inhibition	T cell HTS	T cell HTS vesicle-bound %	PMI inhibitors	M1AAP inhibition	P. falciparum M17LAP	TNAP activation fold	West Nile antiviral
COc1ccc(S(=O)(=O)n2nc(OCc3cccs3)cc2N)cc1
 : -2.1%	1.3%	-0.3%	i	12.3	12.5%	-1.4%	-6.7%	1	-0.8%
CC(=O)N1C(C)(C)CC(=NOC(=O)c2ccc(C)cc2)CC1(C)C
 : 0.6%	5.9%	1.8%	i	10.0	3.8%	8.5%	1.5%	1.1	0.2%
O=C(Nc1ccc(S(=O)(=O)NC2=NCCCCC2)cc1)c1cc(S(=O)(=O)N2CCOCC2)ccc1F
 : 1.3%[50 µM]	/	1.1%	i	16.7	/	/	/	/	-0.5%
COc1ccc(C(=O)Nc2cccnc2Cl)cc1OC
 : 1.4%	/	1.8%	i	39.1	/	/	/	/	-0.2%
